Cneo AK release: Cryptococcus neoformans lysis via adenylate kinase release | C. neoformans lysis, adenylate kinase release luminescence, 4 h; normalised: neutral wells 0, clomiphene wells 100 | lysis activity, % at 15 µM | actives 0.2% (n = 360,000) | AID 651654;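 active = mean lysis activity across replicates of at least 80%, whatever share of replicates individually reach that level; inactive = mean lysis activity below 80%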
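read-out = cell lysis signal | test system = log-phase Cryptococcus neoformans yeast cells | input = cells at 5 × 10^6 per mL | medium = fresh YPD growth medium | signal = luminescent adenylate kinase detection reagent | timing = 4 h at 37 °C static, read 1 h later | dosing = single dose | controls = Clomiphene as positive lysis control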
C2C12 statin: protects C2C12 myotubes from simvastatin toxicity; AID 602340; actives 0.78% (n = 330,000); ATP luminescence, 48 h; scaled: DMSO 0, geranylgeraniol control 100; rescue of ATP level, % at 7.49 µM;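 active = mean ATP rescue above about 67%, or every replicate alone reaching that limit, limit read from the data, passing the limit was not always enough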;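 also: myotubes were challenged with 10 µM simvastatin during compound exposure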
ERAP1 inh: inhibitors of human ERAP1 aminopeptidase. Q9NZ08. AID 652197. actives 0.15% (n = 340,000). recombinant ERAP1, Leu-AMC fluorescence, 60 min. inhibition, % at 10.7 µM;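 active = mean replicate inhibition of at least 30%, or all replicates individually reaching that 30% level; inactive = mean below 30% and not every replicate reaching it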;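 also: 0% = neutral control wells and 100% = L-leucinethiol positive control wells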
S100A4 inh HTS: S100A4-myosin IIA interaction inhibition | P26447 | S100A4/TAMRA-MyoIIA peptide fluorescence polarization | inhibition, % at 10.7 µM | actives 0.14% (n = 360,000) | AID 652163;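 active = mean inhibition of at least 70% across replicates, with every replicate also reaching that level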
Target sequence (P26447 whole entry, looked up): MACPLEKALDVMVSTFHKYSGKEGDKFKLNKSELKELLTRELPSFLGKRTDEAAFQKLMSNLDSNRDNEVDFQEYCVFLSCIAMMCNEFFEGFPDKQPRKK
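Material: S100A4 monomer protein / Buffer or medium: 50 mM HEPES pH 7.2, 10 mM CaCl2, 100 mM KCl / Times: 5 min incubation before reading / Benchmarks: neutral control DMSO, positive control TFP / Reagent: labelled myosin peptide probe, 5 nM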
SIRT5 inh: blocks human SIRT5 desuccinylation of peptide; Purified SirT5, succinyl-peptide AMC, trypsin-coupled fluorescence; AID 652115; inhibition, % at 15 µM; actives 1.1% (n = 330,000); Q9NXA8; in the data active = inhibition above about 15%
Target sequence (Q9NXA8 whole entry, looked up): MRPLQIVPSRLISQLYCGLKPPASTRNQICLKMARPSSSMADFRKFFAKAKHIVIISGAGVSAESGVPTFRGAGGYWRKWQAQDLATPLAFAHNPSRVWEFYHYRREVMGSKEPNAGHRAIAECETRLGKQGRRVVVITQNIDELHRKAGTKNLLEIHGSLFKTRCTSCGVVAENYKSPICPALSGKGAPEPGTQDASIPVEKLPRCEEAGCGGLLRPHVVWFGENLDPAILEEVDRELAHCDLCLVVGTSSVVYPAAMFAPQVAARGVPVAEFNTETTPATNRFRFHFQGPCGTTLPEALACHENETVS
LGR2 inh: inhibitors of bursicon-induced Drosophila LGR2 receptor cAMP signaling. HEK293 LGR2, CRE-luciferase, bursicon-stimulated, 4 h. AID 720647. actives 0.35% (n = 380,000). inhibition, % at 9.99 µM;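 active = drop in luminescence signal, shown as inhibition above about 50% in the replicate tests, limit read from the data, passing the limit was not always enough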;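 also: agonist challenge used bursicon conditioned medium at about half maximal strength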
PGC1a acetyl inh: PGC1a acetylation modulation, inhibitor mode | actives 0.17% (n = 350,000) | U2OS PGC1a acetylation, AlphaScreen anti-acetyl-lysine; with virally co-expressed GCN5 acetyltransferase | inhibition, % at 15.6 µM;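 active = every replicate shows inhibition of at least 40%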;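 also: 0% = neutral control wells and 100% = positive control wells; some results beyond the cut were filed as inactive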
XiGFP reactiv: X-chromosome reactivation activator | AID 743238 | XiGFP mouse fibroblasts, % GFP-positive cells imaging, 3 d; cells co-treated with 5-aza-dC sensitizer; scaled so ellipticine positive control = 100% | actives 0.055% (n = 360,000) | activation, % at 7.58 µM;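 active = mean normalized replicate activation at least 10% and every replicate at or above 10%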;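 also: 0% = median of on-plate neutral control wells and 100% = ellipticine 6 µM median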
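Material: XiGFP fibroblasts, SV40-immortalized. Buffer or medium: DMEM plus 5-aza-dC sensitizer. Compound: single concentration per compound, delivered by pin transfer. Times: 3 days compound exposure. Controls: ellipticine 6 µM.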
Starred values were filed as active, the others as inactive. Only part of the results is shown; the hit share may differ from the screen's.

For CC1=C(C(=O)c2ccccc2)C(c2ccc(N3CCOCC3)cc2)NC(=O)N1 (configuration not stated) the results were Cneo AK release 3, C2C12 statin -4, ERAP1 inh 3, S100A4 inh HTS -17, SIRT5 inh -3, LGR2 inh -13, PGC1a acetyl inh -1 and XiGFP reactiv -0.5.
For O=C(CN1C(=O)/C(=C\C=C\c2ccccc2)SC1=S)Nc1ccc(F)cc1 the results were ERAP1 inh -1, S100A4 inh HTS 2, SIRT5 inh -2, LGR2 inh -3 and XiGFP reactiv -0.1.
Screening C[C@@H]1CCCCO[C@H](CN(C)S(=O)(=O)c2cccs2)[C@@H](C)CN([C@H](C)CO)C(=O)c2cc(NS(=O)(=O)c3ccc(Cl)cc3)ccc2O1 returned Cneo AK release 0, ERAP1 inh 0, S100A4 inh HTS -3, SIRT5 inh -1, LGR2 inh 18, PGC1a acetyl inh 6 and XiGFP reactiv 0.0.
Cc1ccc2nc(SCC(=O)Nc3cccnc3Cl)[nH]c2c1 was read as Cneo AK release 2, C2C12 statin 19, ERAP1 inh 0, S100A4 inh HTS -3, SIRT5 inh 0, LGR2 inh -12, PGC1a acetyl inh -7 and XiGFP reactiv -0.1.
CO[C@@H]1CN(C)C(=O)c2cc(NC(C)=O)ccc2OC[C@@H](C)N(C(=O)C2CCOCC2)C[C@@H]1C was read as Cneo AK release -4, C2C12 statin 8, ERAP1 inh -2, S100A4 inh HTS 2, LGR2 inh 8, PGC1a acetyl inh -2 and XiGFP reactiv 0.1.
`C[C@@H]1CN([C@@H](C)CO)C(=O)c2cccc(NS(=O)(=O)c3cn(C)cn3)c2O[C@@H]1CN(C)C(=O)Nc1ccc(F)cc1` gave Cneo AK release -64, C2C12 statin 30, ERAP1 inh -3, S100A4 inh HTS -4, SIRT5 inh 2, LGR2 inh 0, PGC1a acetyl inh -4 and XiGFP reactiv -0.2.
Screening COc1ccc(C2C(C#N)=C(N)Oc3cc(O)ccc32)cc1C (configuration not stated) returned Cneo AK release 5, C2C12 statin -19, ERAP1 inh -17, S100A4 inh HTS 1, SIRT5 inh 1, LGR2 inh -1, PGC1a acetyl inh 5 and XiGFP reactiv 0.0.
Screening CCCC(=O)Nc1c(-c2ccccc2OC)c(=O)c2ccccc2n1C returned Cneo AK release -2, C2C12 statin 10, S100A4 inh HTS -4, SIRT5 inh -4, LGR2 inh 0, PGC1a acetyl inh 0 and XiGFP reactiv 0.0.
N#CCSc1ccccc1NC(=O)CN1C(=O)C(=O)N(Cc2ccccc2)C1=O was read as ERAP1 inh 0, S100A4 inh HTS -1, LGR2 inh -10 and XiGFP reactiv 0.3.
For CO[C@H]1CN(C)C(=O)c2ccc(NS(=O)(=O)CC(F)(F)F)cc2OC[C@H](C)N(C(=O)c2ccc3c(c2)OCO3)C[C@H]1C the results were Cneo AK release -6, C2C12 statin 1, S100A4 inh HTS 5, SIRT5 inh -2, LGR2 inh 9, PGC1a acetyl inh 8 and XiGFP reactiv 0.1.
CNC(=O)c1ccccc1C1(O)c2ccccc2CCc2ccccc21 was read as ERAP1 inh 0, S100A4 inh HTS -6, LGR2 inh 18 and XiGFP reactiv 0.1.
`COCCNC(=S)N(Cc1cc2cc(C)ccc2n2nnnc12)C1CCCC1` gave Cneo AK release -1, C2C12 statin 3, ERAP1 inh 1, S100A4 inh HTS -20, SIRT5 inh -4, LGR2 inh 25, PGC1a acetyl inh 5 and XiGFP reactiv 0.0.
C[C@H](NC(=O)C[C@H]1CC[C@@H](NC(=O)C2CCC2)[C@@H](CO)O1)c1ccccc1 was read as Cneo AK release 11, C2C12 statin -9, ERAP1 inh 4, S100A4 inh HTS 0, SIRT5 inh 1, LGR2 inh 3, PGC1a acetyl inh 2 and XiGFP reactiv -0.1.
For C=CCN1C(=O)C(CC(=O)Nc2ccc(OCC)cc2)N(Cc2ccccn2)C1=S (configuration not stated) the results were C2C12 statin 4, ERAP1 inh -1, S100A4 inh HTS -17, SIRT5 inh -3, LGR2 inh 4, PGC1a acetyl inh -14 and XiGFP reactiv -0.6.
For COc1ccc(CCN2CC(C(=O)OCC(=O)NCc3ccccc3Cl)CC2=O)cc1OC (configuration not stated) the results were Cneo AK release 1, C2C12 statin 8, ERAP1 inh 0, S100A4 inh HTS 0, SIRT5 inh -2, LGR2 inh -3 and XiGFP reactiv -0.3.
CCS(=O)(=O)Nc1ccc2c(c1)C(=O)N(C)[C@@H]1CC[C@@H](CC(=O)N3CCCCC3)O[C@@H]1CO2 was read as Cneo AK release -3, C2C12 statin -12, ERAP1 inh 3, S100A4 inh HTS -10, SIRT5 inh -3, LGR2 inh -28, PGC1a acetyl inh 0 and XiGFP reactiv 0.0.
Screening COc1ccc(NC(=O)c2ccc(OCC3CCCO3)cc2)cc1OC (configuration not stated) returned Cneo AK release 0, C2C12 statin 25, ERAP1 inh 4, S100A4 inh HTS -2, SIRT5 inh 0, LGR2 inh -20, PGC1a acetyl inh -2 and XiGFP reactiv -0.5.
For C/C(=C/CCC(C)[C@H]1CC[C@@]2(C)C3=C(CC[C@]12C)[C@@]1(C)CCC(=O)C(C)(C)[C@@H]1CC3)C(=O)O (some centres not stated) the results were Cneo AK release 0, C2C12 statin -2, ERAP1 inh 3, S100A4 inh HTS -4, SIRT5 inh -5 and XiGFP reactiv 0.1.
O=C(Cn1nc2sc3ccccc3n2c(=O)c1=O)c1cccs1 was read as Cneo AK release 0, ERAP1 inh 2, S100A4 inh HTS -11, SIRT5 inh -8, LGR2 inh 0, PGC1a acetyl inh 9 and XiGFP reactiv 0.1.
Screening CC(C)NC(=O)Nc1ccc2c(c1)C(=O)N([C@H](C)CO)C[C@H](C)[C@H](CN(C)S(=O)(=O)c1ccc(F)cc1)OCCCC[C@H](C)O2 returned Cneo AK release -1, ERAP1 inh 0, S100A4 inh HTS -8, SIRT5 inh 11, LGR2 inh 9, PGC1a acetyl inh -1 and XiGFP reactiv 0.0.
For COc1ccc(N2Cc3ccccc3C2=NC(=O)c2cncc(Br)c2)cc1 the results were ERAP1 inh 1, S100A4 inh HTS 1, SIRT5 inh -5, LGR2 inh -12 and XiGFP reactiv 0.2.
`O=C(CN(CCc1ccccc1)C(=O)CNS(=O)(=O)c1ccc(F)cc1)NCC1CCCO1` (configuration not stated) gave Cneo AK release 5, C2C12 statin 6, LGR2 inh -22 and PGC1a acetyl inh 0.
`Cc1cnc(NC(=O)CCCNC(=O)c2ccc(Cl)cc2)s1` gave Cneo AK release -1, C2C12 statin 1, ERAP1 inh 2, S100A4 inh HTS 14, SIRT5 inh -1, LGR2 inh -51, PGC1a acetyl inh 3 and XiGFP reactiv 0.6.
For OCc1ccccc1-c1nc(NCc2ccccc2)nc2ccsc12 the results were Cneo AK release 1, C2C12 statin 22, ERAP1 inh -2, S100A4 inh HTS -3, SIRT5 inh 8, LGR2 inh -2, PGC1a acetyl inh 3 and XiGFP reactiv -0.1.
`O=C(Nc1ccccc1N1CCOCC1)C1CCCCN1S(=O)(=O)c1ccccc1` (configuration not stated) gave ERAP1 inh 1, S100A4 inh HTS 12, LGR2 inh -1, PGC1a acetyl inh -9 and XiGFP reactiv 0.3.
CSC(=NS(=O)(=O)c1ccccc1)NNC(=O)c1c(-c2c(Cl)cccc2Cl)noc1C was read as ERAP1 inh -5, S100A4 inh HTS -6, SIRT5 inh 2, LGR2 inh 0 and XiGFP reactiv -0.1.
For COc1ccccc1C#Cc1ccc2c(c1)O[C@@H](CN(C)Cc1ccncc1)[C@@H](C)CN([C@@H](C)CO)S2(=O)=O the results were Cneo AK release 2, C2C12 statin -12, ERAP1 inh 4, S100A4 inh HTS 11, SIRT5 inh 0, LGR2 inh 29, PGC1a acetyl inh -6 and XiGFP reactiv -0.1.
O=C(CN1CCCCC1)N/N=C/c1cccc(C(F)(F)F)c1 was read as Cneo AK release -3, C2C12 statin -8, S100A4 inh HTS 0, SIRT5 inh 3, LGR2 inh -12, PGC1a acetyl inh 1 and XiGFP reactiv 0.0.
Screening C=CCn1c(=O)c(C(C)=O)cn(N(C)c2ncc(C(F)(F)F)cc2Cl)c1=O returned ERAP1 inh -4, S100A4 inh HTS 2, SIRT5 inh 5, LGR2 inh 7, PGC1a acetyl inh -1 and XiGFP reactiv 0.0.
Cc1[nH]c2ccc(C(=O)NCCCN3CCCCCC3)cc2c1C was read as Cneo AK release 2, C2C12 statin 1, ERAP1 inh 2, S100A4 inh HTS -5, SIRT5 inh -2, LGR2 inh -2 and XiGFP reactiv 0.0.

5 consecutive compounds from above, quoted:
CCS(=O)(=O)Nc1ccc2c(c1)C(=O)N(C)[C@@H]1CC[C@@H](CC(=O)N3CCCCC3)O[C@@H]1CO2 was read as Cneo AK release -3, C2C12 statin -12, ERAP1 inh 3, S100A4 inh HTS -10, SIRT5 inh -3, LGR2 inh -28, PGC1a acetyl inh 0 and XiGFP reactiv 0.0.
Screening COc1ccc(NC(=O)c2ccc(OCC3CCCO3)cc2)cc1OC (configuration not stated) returned Cneo AK release 0, C2C12 statin 25, ERAP1 inh 4, S100A4 inh HTS -2, SIRT5 inh 0, LGR2 inh -20, PGC1a acetyl inh -2 and XiGFP reactiv -0.5.
For C/C(=C/CCC(C)[C@H]1CC[C@@]2(C)C3=C(CC[C@]12C)[C@@]1(C)CCC(=O)C(C)(C)[C@@H]1CC3)C(=O)O (some centres not stated) the results were Cneo AK release 0, C2C12 statin -2, ERAP1 inh 3, S100A4 inh HTS -4, SIRT5 inh -5 and XiGFP reactiv 0.1.
O=C(Cn1nc2sc3ccccc3n2c(=O)c1=O)c1cccs1 was read as Cneo AK release 0, ERAP1 inh 2, S100A4 inh HTS -11, SIRT5 inh -8, LGR2 inh 0, PGC1a acetyl inh 9 and XiGFP reactiv 0.1.
Screening CC(C)NC(=O)Nc1ccc2c(c1)C(=O)N([C@H](C)CO)C[C@H](C)[C@H](CN(C)S(=O)(=O)c1ccc(F)cc1)OCCCC[C@H](C)O2 returned Cneo AK release -1, ERAP1 inh 0, S100A4 inh HTS -8, SIRT5 inh 11, LGR2 inh 9, PGC1a acetyl inh -1 and XiGFP reactiv 0.0.

New compounds follow.
`Cc1ccc(NC(=O)NCc2nc3ccccc3n2C)cc1` gave Cneo AK release -1, ERAP1 inh 1, S100A4 inh HTS -2, SIRT5 inh 1, LGR2 inh -2, PGC1a acetyl inh -1 and XiGFP reactiv 0.3.
For COc1ccc(S(=O)(=O)N(C)C[C@@H]2Oc3ccc(NC(=O)CCC(F)(F)F)cc3C(=O)N([C@H](C)CO)C[C@H]2C)cc1 the results were Cneo AK release 1, C2C12 statin 6, ERAP1 inh 1, S100A4 inh HTS -1, SIRT5 inh 34*, LGR2 inh 10, PGC1a acetyl inh 8 and XiGFP reactiv 0.0.
Screening Cn1sccc1=O returned Cneo AK release 1, C2C12 statin 5, ERAP1 inh -1, S100A4 inh HTS -7, SIRT5 inh -7, LGR2 inh -8, PGC1a acetyl inh 1 and XiGFP reactiv 0.0.
For Nc1ccc2c(c1)C(=O)c1ccccc1-2 the results were Cneo AK release -2, C2C12 statin 7, ERAP1 inh -1, S100A4 inh HTS 2, SIRT5 inh -2, LGR2 inh -4, PGC1a acetyl inh -8 and XiGFP reactiv -0.1.
`COc1ccc(N(CC(=O)Nc2ccc(C)cn2)S(=O)(=O)c2c(C)nn(C)c2C)cc1` gave Cneo AK release 0, C2C12 statin 0, ERAP1 inh -1, S100A4 inh HTS 1, SIRT5 inh 3, LGR2 inh -12, PGC1a acetyl inh -32 and XiGFP reactiv -0.1.
